# FBPA coupling cs: counter-screen for Giardia aldolase inhibitors: coupling enzyme system; coupling enzyme system counterscreen, AmpLite Red fluorescence; activity change, negative = inhibition, % at 58.2 µM, hits read low; hit rate 0.67% among 290,000; in the data active means activity change below about -30%
#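 Activity here indicates interference with the coupling reaction, not aldolase inhibition. Compounds at 57.5 uM final met coupling enzymes for 10 min at RT; substrate and AmpLite Red detection followed, with a 525/598 nm fluorescence read after 20 min.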
# Eya2 inh: inhibitors of human Eya2 phosphatase activity | AID 488837 | Potency, µM (highest dose often 76.9 µM), for inactives: top-dose activity, negative = inhibition, usual class: inhibitors | O00167 | recombinant Eya2, OMFP fluorescence dephosphorylation (OMFP is methylfluorescein phosphate) | hit rate 0.006% among 330,000; further: potency means the concentration at half of the fitted maximal effect
# Target sequence (O00167 whole entry, looked up): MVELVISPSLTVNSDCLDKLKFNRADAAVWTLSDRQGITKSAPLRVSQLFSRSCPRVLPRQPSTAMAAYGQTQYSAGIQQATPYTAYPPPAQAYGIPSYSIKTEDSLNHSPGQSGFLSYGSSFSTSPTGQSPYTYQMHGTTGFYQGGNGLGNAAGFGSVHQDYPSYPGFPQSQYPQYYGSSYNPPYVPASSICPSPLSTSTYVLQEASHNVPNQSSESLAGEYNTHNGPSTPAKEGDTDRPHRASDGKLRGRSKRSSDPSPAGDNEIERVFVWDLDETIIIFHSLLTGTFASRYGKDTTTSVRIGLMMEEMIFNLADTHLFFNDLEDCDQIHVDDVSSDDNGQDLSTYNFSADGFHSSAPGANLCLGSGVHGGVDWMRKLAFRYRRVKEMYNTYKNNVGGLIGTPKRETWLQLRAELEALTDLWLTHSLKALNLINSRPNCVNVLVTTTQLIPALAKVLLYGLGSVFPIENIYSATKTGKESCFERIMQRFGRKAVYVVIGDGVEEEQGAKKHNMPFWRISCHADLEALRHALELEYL
#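 Eya2 (0.2 uM) preincubated 10 min at ambient with compound, then OMFP substrate added at 50 uM; 10 min reaction in 50 mM HEPES pH 7.5, 50 mM NaCl, 5 uM MgCl2, 0.05% BSA, 1 mM DTT. Fluorescence read at Ex 485/Em 525 nm.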
# Giardia kill: kills Giardia lamblia; AID 540267; activity change, % at 7.66 µM, hits read low; hit rate 0.15% among 340,000; Giardia lamblia trophozoite viability; in the data active means activity change below about -80%; inconclusive means between about -30% and that limit;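 further: parasites exposed to compound for two days anaerobically before the ATP read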
#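 Trophozoite viability was measured as ATP-dependent luminescence, read 15-30 min after reagent addition. Before that, parasites at 100 cells/well were exposed to compounds for 48 h, anaerobically, at 37 deg C.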
# GALK inh: galactokinase (human) inhibition; Purified GALK, Kinase-Glo residual ATP luminescence; Potency, µM (doses to about 57.5 µM), for inactives: at the top dose activity change, negative = inhibition, usual class: inhibitors; hit rate 0.007% among 270,000; P51570; further: potency means the concentration at half of the fitted maximal effect
#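 GALK at 5 nM final was combined with compound, 35 uM ATP and 100 uM galactose in HEPES pH8.0 with MgCl2 and DTT. The reaction ran one hour at room temperature before luminescent ATP detection.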
# KCNH2 WT inh: KCNH2 (human, wildtype) channel inhibition; Q12809; hit rate 0.37% among 340,000; activity change, % at 1.84 µM; U2OS, BacMam KCNH2, thallium flux FluxOr; stronger effect = lower value;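 active means maximum activity change below -70%; inconclusive means maximum activity change between -70% and -50%; inactive means maximum activity change above -50%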
#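 U2OS cells transduced with wild-type KCNH2 virus are loaded with FluxOr dye for 45 min, and thallium flux is measured in kinetic reads before and after stimulation buffer. Rate constants are normalized to DMSO controls.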
# KCNH2 3.1 block: inhibitors of human KCNH2 3.1 potassium channel isoform; U2OS KCNH2 3.1, thallium flux FluxOr; stronger effect = lower value; activity change, % (tested at about 1.8 µM); hit rate 0.95% among 340,000;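 active means maximum activity change below -70%; inconclusive means maximum activity change from -70% to -50%; inactive means maximum activity change above -50%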;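 further: thallium influx rate constant from kinetic fluorescence after stimulation buffer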
#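 We transduce U2OS cells with the mutant 3.1 virus, culture them overnight, load FluxOr with Red40 quencher for 45 min, then add stimulation buffer and read kinetically for 2 min to derive a normalized rate constant.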
# BCR signal inh: blocks chronic active B-cell receptor signaling; ABC-DLBCL IkBa-CBG/CBR reporter, luminescence ratio, 4 h; Potency, µM (doses to about 46.1 µM), inactives show at the top dose ratio change, negative = lower green/red ratio, usual class: inhibitors; hit rate 0.05% among 340,000; active means well fitted inhibition curve with a large enough effect in the signal ratio, with a control signal flat, not every such curve was filed as active; inconclusive means small, poorly fitted or top-dose-only effect, or effect the other way, or a change in a side signal; the % refers to the signal ratio;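 further: potency means the concentration at half of the fitted maximal effect; plate controls were basal doxycycline-induced cells for no effect and cells given 10 µM MG132 for full effect; MG132 reads +100%, hits lower the ratio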
#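 TMD8 ABC-DLBCL cells carrying doxycycline-inducible green luciferase fused to IkappaBalpha plus unfused red luciferase were exposed to compounds (up to 46 uM) for 4 hrs at 37C. Activity came from the overlap-corrected green/red luminescence ratio.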
# PKM2 activator: increases activity of human pyruvate kinase M2; P14618; purified PKM2, Kinase-Glo ATP luminescence, activation; response scale: 0% is enzyme alone, no compound; Potency, µM (top dose mostly 57.5 µM), for inactives: at the top dose activation, usual class: activators; hit rate 0.34% among 260,000; AID 1631; further: potency means the concentration at half of the fitted maximal effect; nearly all actives have a fitted effect of over 55% in size
#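 ATP formation by purified human PK-M2, quantified via coupled luciferase luminescence after 1 h at room temperature with 0.1 mM ADP and 0.5 mM PEP final.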
# uPA generation: cell surface uPA generation inhibition | cell surface uPA generation assay, qHTS | hit rate 0.31% among 330,000 | Potency, µM (titrated, usually from 38.3 µM), inactives show top-dose activity change, negative = inhibition, usual class: inhibitors; active means well fitted inhibition curve with a large enough effect; inconclusive means small, poorly fitted or top-dose-only effect; inactive means no such curve, though single readings can be large or run the other way; tested in mouse RAW 264.7 cells; further: potency means the concentration at half of the fitted maximal effect; nearly all actives have a fitted effect of over 55% in size
# USP2a block: inhibitors of human ubiquitin-specific protease USP2a | O75604 | Potency, µM (top dose mostly 38.3 µM), for inactives: at the highest dose activity change, negative = inhibition, usual class: inhibitors | USP2 core, Ub-CHOP2 coupled fluorogenic reporter, 485/531 | hit rate 0.01% among 330,000;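 further: potency means the concentration at half of the fitted maximal effect; plate controls were DMSO wells for no effect and full inhibition by NEM control for full effect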
#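 Deubiquitinase activity read as fluorescence (485/531 nm) after Ub-CHOP2 cleavage activates the enterokinase reporter on its substrate; USP2 core 10nM, Ub-CHOP2 and substrate 25nM each, 30min compound preincubation then 60min RT; data normalized to NEM, curves fitted.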
# B2AR arrestin: agonists driving beta-arrestin recruitment to human beta2-adrenergic receptor. Potency, µM (doses to about 46.1 µM), for inactives: at the top dose activation, hits mostly activators. hit rate 0.02% among 330,000. beta-arrestin recruitment to beta2AR, cell-based reporter. AID 492947;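 further: potency means the concentration at half of the fitted maximal effect; 0% = DMSO controls and full agonism = EC100 isoproterenol or metaproterenol; nearly all actives have a fitted effect of over 65% in size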
# Target sequence (P07550 whole entry, looked up): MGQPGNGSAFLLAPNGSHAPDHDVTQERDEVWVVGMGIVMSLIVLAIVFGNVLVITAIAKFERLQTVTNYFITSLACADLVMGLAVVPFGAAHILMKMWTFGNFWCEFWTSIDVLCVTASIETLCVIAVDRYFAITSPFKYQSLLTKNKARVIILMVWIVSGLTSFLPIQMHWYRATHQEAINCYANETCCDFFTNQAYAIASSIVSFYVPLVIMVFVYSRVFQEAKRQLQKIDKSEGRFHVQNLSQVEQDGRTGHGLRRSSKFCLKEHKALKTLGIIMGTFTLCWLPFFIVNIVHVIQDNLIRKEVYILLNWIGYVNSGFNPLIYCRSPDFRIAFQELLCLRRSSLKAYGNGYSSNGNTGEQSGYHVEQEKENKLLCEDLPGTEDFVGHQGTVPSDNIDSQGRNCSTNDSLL
# Active calls of the source: *; i = inactive; ? = inconclusive; . = no result given; & = joins results of further samples; [ ] = remark or other dose. Unless noted, the call rests on the fitted dose curve; in most records, active means well fitted curve in the direction sought with a large enough effect; inconclusive means small, poorly fitted or top-dose-only effect, or another doubt; inactive means no such curve, though single readings can be large; an effect the other way counts as inactive or inconclusive. Unless noted, on the % scale 0 is the no-effect control and ±100 the full control effect.
1) CCCCCN(C(=O)CCC(=O)OCC(=O)N(C)Cc1ccc(C)cc1)c1c(N)n(CCCC)c(=O)[nH]c1=O
2) O=C(CCn1c(=O)oc2ccccc21)N1CCN(C(c2ccccc2)c2ccccc2)CC1
3) CCOCc1cc(C)[nH]c(=O)c1C#N
4) COc1ccc(/C=C2\CCOC2=O)cc1
5) Cc1cccc(CS(=O)(=O)Cc2ccc(C(=O)NCCCN3CCOCC3)o2)c1
6) CC1=C(C(N)=O)C(c2cccs2)n2nc(-c3cccc(Cl)c3)nc2N1 (configuration not stated)
7) Cc1cc2c3c(c1)C1(C(=O)N3C(C)(C)CC2C)C(C#N)=C(N)Oc2cc(O)ccc21 (configuration not stated)
8) CCn1c(=O)c2c(nc3n2CCCN3c2cccc(C)c2)n(C)c1=O

assay / compound	1	2	3	4	5	6	7	8
FBPA coupling cs	.	1	-1	1&4	-1	-3	-1	4
Eya2 inh	-3%	8%	17%	-4%&18%	10%	2%	-6%	-8%
Giardia kill	5	4	25	-1	-2	17	-3	-4
GALK inh	-3%	3%	2%	1%&3%	0%	?	-2%	14%
KCNH2 WT inh	-4	4	-10	11	-9	1	-9	-6
KCNH2 3.1 block	7	0	4	4	3	4	-11	2
BCR signal inh	5%	9%	5%	-1%&-3%	-1%	?	-4%	12%
PKM2 activator	1%	-7%	0%	-2%&-2%	10%	17%	-1%	0%
uPA generation	12%	-2%	-2%	-6%	0%	-3%	.	-1%
USP2a block	1%	-11%	1%	1%&1%	5%	0%	3%	3%
B2AR arrestin	0.0%	-0.3%	-0.6%	-0.3%&-0.2%	-0.4%	0.4%	0.1%	2.3%

9) Cc1nn(-c2ccccc2)c(Cl)c1CN(C(=O)CCl)c1ccc(Cl)cc1
10) O=C(NC(Cc1ccccc1)C(=O)O)OCc1ccccc1 (configuration not stated)
11) COc1ccc(N2CC(C(=O)Nc3nnc(SCc4cccnc4)s3)CC2=O)cc1 (configuration not stated)
12) CCOc1ccc(C2CC(c3cccc(OC)c3)Nc3ncnn32)cc1 (configuration not stated)
13) COC(=O)CNC(=O)C1CCN(c2nc(C)cc(C)n2)CC1
14) COc1ccc(NC(=S)NCC(c2cccnc2)N2CCOCC2)cc1 (configuration not stated)
15) O=C(CC(=O)N1CCN(c2ccccn2)CC1)Nc1ccc2nc3n(c(=O)c2c1)CCCCC3
16) COc1cc([N+](=O)[O-])c2nccnc2c1

assay / compound	9	10	11	12	13	14	15	16
FBPA coupling cs	3	7	.	-1	3	8	-1	1
Eya2 inh	-5%	3%	4%	10%	-2%	-2%	1%	7%
Giardia kill	-29	1	-12	-21	-7	-11	-21	-7
GALK inh	-4%	0%	-5%	-2%	-2%	1%	3%	1%
KCNH2 WT inh	-10	-16	-4	-1	-9	i	8	1
KCNH2 3.1 block	-5	0	12	7	6	-3	0	8
BCR signal inh	?	?	?	0%	-2%	6%	18%	?
PKM2 activator	-1%	0%	-3%	-8%	-4%	-15%	-1%	0%
uPA generation	-12%	17%	-6%	0%	.	-2%	-3%	0%
USP2a block	-1%	1%	4%	-4%	3%	1%	3%	2%
B2AR arrestin	-0.3%	-1.2%	-0.1%	-1.4%	-0.6%	-0.1%	0.0%	13%

17) COc1ccc(CCNC(=O)C2CCN(Cc3nc(-c4cccc(Cl)c4)oc3C)CC2)cc1OC
18) Cn1c(Cc2ccc3c(c2)OCO3)nnc1SCC(=O)NC(C)(C)C
19) CN1C(=O)C(CC(=O)Nc2ccc(Cl)cc2)N(Cc2ccco2)C1=S (configuration not stated)
20) CCCCc1cc(=O)oc2c(C)c(OCC(=O)N3CCCC3)ccc12
21) CCOc1ccc(Cc2nc(N)nc(N)n2)cc1
22) CCOc1ccc(NC2=NCCC(=O)N2Cc2cccs2)cc1
23) NNC(=O)CC1NCCN(Cc2ccccc2)C1=O (configuration not stated)
24) COc1cc(OC)c(OC)cc1/C=N/NC(=O)c1ccc2nc[nH]c2c1

assay / compound	17	18	19	20	21	22	23	24
FBPA coupling cs	-1	1	0	.	-5	3	2	0
Eya2 inh	16%	-1%	1%	-3%	-3%	14%	-2%	-10%
Giardia kill	2	6	26	-1	-9	-11	-5	-1
GALK inh	-3%	-2%	1%	4%	-2%	1%	-1%	2%
KCNH2 WT inh	-22	.	.	-9	21	-2	-12	-1
KCNH2 3.1 block	-37	3	-3	-12	2	2	-2	7
BCR signal inh	15%	3%	?	-4%	-6%	-19%	-2%	?
PKM2 activator	-6%	5%	10%	0%	1%	2%	.	-16%
uPA generation	-4%	16%	?	-5%	2%	2%	-3%	7%
USP2a block	2%	2%	-2%	0%	3%	3%	-3%	-2%
B2AR arrestin	-1.0%	0.1%	0.6%	3.8%	-1.0%	-0.3%	0.2%	-0.6%

25) CC(=O)c1c(C)[nH]c(C(=O)OCC(=O)NNC(=O)c2ccc([N+](=O)[O-])cc2)c1C
26) O=C(O)C1C2C=CC3(O2)C1C(=O)N1c2ccccc2C2OCCC2C13 (configuration not stated)
27) Cc1ccc(NC(=O)C2=C(C(=O)O)CCCC2)cc1F
28) c1ccc(Nc2nc(NCc3ccco3)c3ccccc3n2)cc1
29) COc1ccc(C(=O)ON=C2c3ccccc3-c3ccccc32)cc1OC
30) NC(=O)c1ccc(NC(=O)COC(=O)c2c3c(nc4ccccc24)/C(=C\c2cccs2)CCC3)cc1
31) Cc1ccc(/C=C/C(=O)N2CCCC(C(N)=O)C2)o1 (configuration not stated)
32) COc1ccc(Cl)cc1C(=O)OCC(=O)NCCNC(=O)COC(=O)c1cc(Cl)ccc1OC

assay / compound	25	26	27	28	29	30	31	32
FBPA coupling cs	.	3	1	-3	-5	1	-1	.
Eya2 inh	2%	.	5%	-5%	-19%	0%	-6%	2%
Giardia kill	14	10	1	18	-14	9	5	36[activator]
GALK inh	.	1%	-4%	1%	.	2%	-1%	7%
KCNH2 WT inh	2	-19	6	5	3	.	3	40
KCNH2 3.1 block	-13	-5	-11	-9	-2	-7	38	4
BCR signal inh	?	.	5%	?	7%	7%	-8%	-1%
PKM2 activator	.	-3%	0%[11.5 µM]	0%	-17%	5%	15%	-14%
uPA generation	-1%	-3%	0%	-15%	4%	22%	5%	5%
USP2a block	1%	.	2%	-1%	1%	0%	2%	0%
B2AR arrestin	-0.3%	.	2.8%	0.0%	-0.7%	-0.2%	3.2%	-0.7%

# Random excerpt: five entries already listed
9) Cc1nn(-c2ccccc2)c(Cl)c1CN(C(=O)CCl)c1ccc(Cl)cc1
21) CCOc1ccc(Cc2nc(N)nc(N)n2)cc1
32) COc1ccc(Cl)cc1C(=O)OCC(=O)NCCNC(=O)COC(=O)c1cc(Cl)ccc1OC
27) Cc1ccc(NC(=O)C2=C(C(=O)O)CCCC2)cc1F
30) NC(=O)c1ccc(NC(=O)COC(=O)c2c3c(nc4ccccc24)/C(=C\c2cccs2)CCC3)cc1

assay / compound	9	21	32	27	30
FBPA coupling cs	3	-5	.	1	1
Eya2 inh	-5%	-3%	2%	5%	0%
Giardia kill	-29	-9	36[activator]	1	9
GALK inh	-4%	-2%	7%	-4%	2%
KCNH2 WT inh	-10	21	40	6	.
KCNH2 3.1 block	-5	2	4	-11	-7
BCR signal inh	?	-6%	-1%	5%	7%
PKM2 activator	-1%	1%	-14%	0%[11.5 µM]	5%
uPA generation	-12%	2%	5%	0%	22%
USP2a block	-1%	3%	0%	2%	0%
B2AR arrestin	-0.3%	-1.0%	-0.7%	2.8%	-0.2%

# Later entries:
33) COc1cccc(OC)c1C(=O)OCC(=O)Nc1cccnc1Cl
34) COc1ccc(Oc2cn[nH]c2-c2ccc(O)cc2O)cc1
35) C#CCN1C(=O)C(O)(CC(=O)/C=C/c2ccco2)c2ccccc21 (configuration not stated)
36) COc1cc(C(=S)N2CCCC2)cc(OC)c1OS(=O)(=O)c1ccc(NC(C)=O)cc1
37) O=C(O)CS/C(=C\c1ccc(F)cc1)c1nc2ccccc2s1
38) OC1CCN(CC(O)C(F)(F)F)CC1 (configuration not stated)
39) CCOC(=O)N/N=C\c1sccc1C

assay / compound	33	34	35	36	37	38	39
FBPA coupling cs	2	1	0	4	9	-2	-2
Eya2 inh	?	10%	4%	8%	1%	1%	0%
Giardia kill	27	-3	-2	10	.	-11	-10
GALK inh	1%	2%	1%	1%	1%	4%	2%
KCNH2 WT inh	5	-8	4	-5	.	2	i
KCNH2 3.1 block	2	-5	1	-5	.	-102*	8
BCR signal inh	7%	-17%	?	1%	?	-1%	-16%
PKM2 activator	-8%	1%	9%	0%	-3%	-4%	2%
uPA generation	7%	2%	-22%	-2%	.	6%	2%
USP2a block	0%	-4%	2%	2%	1%	7%	3%
B2AR arrestin	-0.2%	0.3%	2.2%	-0.7%	0.2%	0.5%	-0.6%
